Assay outcomes as filed in PubChem.
VIM-2 inh = blocks Pseudomonas aeruginosa VIM-2 metallo-beta-lactamase | purified VIM-2, nitrocefin hydrolysis, epi-absorbance fluorescence | inhibition, % at 5.6 µM | 0.89% of 290,000 active | AID 1527;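 active means inhibition above the mean of all tested compounds plus 3 SD, cutoff set per screening run, cut at about 7.5% in these data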;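 further: red hydrolysis product quenches plate fluorescence so inhibitors raise well fluorescence; 0% = enzyme with DMSO and 100% = DMSO without enzyme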
HCV NS3 hel inh = HCV NS3 helicase inhibition; NS3 helicase DNA unwinding, Cy5 molecular beacon fluorescence; inhibition, % at 10.9 µM; 0.56% of 290,000 active;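 active means inhibition above the mean of all tested compounds plus 3 SD, set per campaign, cut at about 35% in these data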;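 further: 0% = DMSO wells and 100% = thioflavine S control wells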
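test system = hepatitis C virus NS3 helicase domain fragment enzyme | reagent = annealed dual-labelled DNA beacon duplex, ATP-started | times = 1 h at 25 °C | detection = Cy5 fluorescence, 0 and 60 min reads | read-out basis = percent inhibition from t60/t0 fluorescence ratio | control set = DMSO and thioflavine S | replication = one well per compound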
M18AAP inhibitor = blocks P. falciparum M18 aspartyl aminopeptidase; recombinant PfM18AAP, H-Glu-NHMec fluorogenic cleavage; inhibition, % at 7.35 µM; 1.2% of 290,000 active; AID 1822;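 active means inhibition above the campaign mean inhibition over all tested compounds plus 3 SD, cut at about 28% in these data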;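 further: 0% = plate median of test compound wells and 100% = 2 mM ZnCl2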
FID counter = displaces DNA intercalator in HCV helicase counter-screen; inhibition, % at 7.9 µM; DNA fluorescent intercalator displacement, fluorescence; 0.17% of 290,000 active; AID 1845; in the data active means inhibition above about 37%;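 further: 0% = vehicle and 100% = reference compound; higher means more ethidium bromide displaced from hairpin DNA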
IMP-1 inh = blocks Pseudomonas aeruginosa IMP-1 metallo-beta-lactamase; 0.45% of 290,000 active; AID 1556; purified IMP-1, nitrocefin hydrolysis, epi-absorbance fluorescence; inhibition, % at 5.6 µM;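 active means inhibition above the mean plus 3 SD of all compounds in the same screening run, cut at about 4.5% in these data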;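 further: 0% = IMP-1 with DMSO and 100% = DMSO wells lacking enzyme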
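System: purified IMP-1; amount: IMP-1 0.2 nM before substrate addition; compound: single dose, 5.6 µM; times: 25 °C, 15 min preincubation, 25 min reaction; signal: Epi-absorbance via hydrolysed-nitrocefin quenching of white-plate fluorescence, 480/530 nm, EDTA stop; benchmarks: DMSO with and without IMP-1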
UBC9 SUMO inh = blocks human SUMOylation mediated by UBC9; P63279; HTRF SUMOylation assay, SAE1/SAE2 + UBC9, in vitro; inhibition, % at 35 µM; 0.36% of 290,000 active; in the data active means inhibition above about 50%, passing the limit was not always enough; further: strong numbers were not always called active
IDE cell inh = cellular human IDE inhibition; AID 434962; 0.41% of 320,000 active; inhibition, % at 5.59 µM; P14735; HEK cells, FAbetaB cleavage, fluorescence polarization;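 active means percent inhibition above the average of all tested compounds plus 3 SD, set per screening campaign, cut at about 16% in these data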;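 further: IDE supplied by intact live HEK cells; FP after avidin binding of uncleaved biotin substrate so inhibition keeps polarization high; 0% = DMSO wells and 100% = 60 µM reference IDE inhibitor Ii1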
Target sequence (P14735 whole entry, looked up): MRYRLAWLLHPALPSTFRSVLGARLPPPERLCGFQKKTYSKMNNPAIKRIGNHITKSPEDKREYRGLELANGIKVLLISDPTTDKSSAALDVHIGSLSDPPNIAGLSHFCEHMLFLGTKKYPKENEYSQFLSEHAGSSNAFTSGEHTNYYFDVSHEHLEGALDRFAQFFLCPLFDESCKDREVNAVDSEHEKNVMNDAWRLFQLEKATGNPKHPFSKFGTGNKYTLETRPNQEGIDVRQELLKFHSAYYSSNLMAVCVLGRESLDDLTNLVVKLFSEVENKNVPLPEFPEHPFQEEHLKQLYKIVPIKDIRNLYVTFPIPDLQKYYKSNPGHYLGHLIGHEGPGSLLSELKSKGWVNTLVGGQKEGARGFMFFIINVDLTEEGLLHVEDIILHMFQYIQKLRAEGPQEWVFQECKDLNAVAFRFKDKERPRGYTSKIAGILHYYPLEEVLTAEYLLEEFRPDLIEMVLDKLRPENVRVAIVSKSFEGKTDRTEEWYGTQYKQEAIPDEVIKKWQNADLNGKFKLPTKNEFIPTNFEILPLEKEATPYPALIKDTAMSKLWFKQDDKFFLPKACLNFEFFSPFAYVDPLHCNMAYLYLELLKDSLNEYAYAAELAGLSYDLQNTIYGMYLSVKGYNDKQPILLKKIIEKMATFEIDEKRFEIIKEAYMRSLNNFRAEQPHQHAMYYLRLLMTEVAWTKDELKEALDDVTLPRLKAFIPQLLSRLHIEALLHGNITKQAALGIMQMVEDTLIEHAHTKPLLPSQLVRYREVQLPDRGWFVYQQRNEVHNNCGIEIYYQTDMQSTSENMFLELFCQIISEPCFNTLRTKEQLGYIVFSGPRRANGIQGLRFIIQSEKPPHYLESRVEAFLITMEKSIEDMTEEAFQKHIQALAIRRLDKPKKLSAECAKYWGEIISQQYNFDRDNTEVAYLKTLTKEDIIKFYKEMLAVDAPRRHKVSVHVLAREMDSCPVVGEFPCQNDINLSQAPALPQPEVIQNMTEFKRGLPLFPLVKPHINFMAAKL
IDE act = activators of human insulin-degrading enzyme in cells | P14735 | HEK cells, FAbeta-B cleavage, fluorescence polarization; 0% vehicle, 100% cell-free pure enzyme wells | activation, % at 5.96 µM | 0.073% of 340,000 active | AID 493087;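 active means activation above the mean of all tested compounds plus 3 SD, set per screening campaign, cut at about 17% in these data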
pCIP destab = lowers stability of the mouse p/CIP coactivator protein | Q05BA5 | F442A p/CIP-EGFP cells, EGFP fluorescence, 16 h | decrease of EGFP signal, % at 10 µM | 0.01% of 290,000 active;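 active means EGFP signal decrease of at least 30% at 10 µM or well 3 SD below plate mean, unless failing retest; inactive means the rest, including hits failing retest or dose response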; further: some compounds called inactive have numbers as strong as hits; many of its hits are not listed in these tables
* = called active by the depositor; nt = no result given. An unsorted share of the library. About 3.6% of those tested had a hit in this group.

SMILES	VIM-2 inh	HCV NS3 hel inh	M18AAP inhibitor	FID counter	IMP-1 inh	UBC9 SUMO inh	IDE cell inh	IDE act	pCIP destab
CSCCOC(=O)c1[nH]c2c(c1C)C(=O)CC(c1ccco1)C2 (stereo unspecified)	-1.3	10	-10	-7	-0.8	10	0	-2	-3
O=C(N/N=C/c1cccc2cccnc12)[C@H]1C[C@@H]1c1ccccc1	-1.6	-30	9	-25	-3.4	6	2	6	-1
COC(=O)Cn1c(C(O)c2ccccc2)nc2ccccc21 (stereo unspecified)	-1.9	3	-2	-2	-0.4	14	2	-4	-9
COc1ccccc1CC(=O)NC1CCC(C)CC1 (stereo unspecified)	-2.1	13	1	-8	-3.0	-7	4	5	-5
Cc1noc(C)c1S(=O)(=O)N1CCCC(C(=O)NCc2ccccn2)C1 (stereo unspecified)	-3.3	-3	11	-1	-1.7	-22	-1	-5	-2
O=c1c(Cl)c(N2CCOCC2)cnn1-c1nc2ccccc2[nH]1	-2.1	0	1	-2	-1.4	16	8	0	4
O=C(c1ccccc1)c1ccc(Sc2ccc([N+](=O)[O-])cc2)cc1	1.5	19	-12	-2	0.5	9	-3	6	-12
CCCCc1nc(NCCO)c(C#N)c2c1CCCC2	-3.7	7	-11	-25	-3.7	8	0	4	-11
CC(=O)Nc1ccc(NC(=O)CSc2ccc(C)cc2)cc1	-3.8	1	3	-1	-4.8	1	-4	2	6
O=C(O)c1ccc(S(=O)(=O)N2CCCC2)cc1	-2.3	-3	1	4	-2.6	2	4	2	-7

Molecules shown so far that contain a carbonyl joined to an NH by a bond outside any ring, in the order listed:
SMILES	VIM-2 inh	HCV NS3 hel inh	M18AAP inhibitor	FID counter	IMP-1 inh	UBC9 SUMO inh	IDE cell inh	IDE act	pCIP destab
O=C(N/N=C/c1cccc2cccnc12)[C@H]1C[C@@H]1c1ccccc1	-1.6	-30	9	-25	-3.4	6	2	6	-1
COc1ccccc1CC(=O)NC1CCC(C)CC1 (stereo unspecified)	-2.1	13	1	-8	-3.0	-7	4	5	-5
Cc1noc(C)c1S(=O)(=O)N1CCCC(C(=O)NCc2ccccn2)C1 (stereo unspecified)	-3.3	-3	11	-1	-1.7	-22	-1	-5	-2
CC(=O)Nc1ccc(NC(=O)CSc2ccc(C)cc2)cc1	-3.8	1	3	-1	-4.8	1	-4	2	6

More compounds:
SMILES	VIM-2 inh	HCV NS3 hel inh	M18AAP inhibitor	FID counter	IMP-1 inh	UBC9 SUMO inh	IDE cell inh	IDE act	pCIP destab
O=C(Nc1ccccc1Cl)c1cnccn1	-1.2	7	-4	-9	-0.7	6	7	0	2
CCS(=O)(=O)N1CCC(C(=O)Nc2ccc3c(c2)CCC3)CC1	-2.7	4	1	-19	-2.6	-1	-1	1	-10
CCOc1ccc(N(Cc2cc3ccc(C)cc3[nH]c2=O)C(=O)COC)cc1	0.2	0	8	-34	-1.6	14	3	0	-17
CCC(=O)c1ccc(OCc2ccc(C(=O)OC)cc2)cc1	-4.0	-10	-2	-8	-1.1	-9	-5	-3	-10
CC(NCc1cc(Br)ccc1OCC(N)=O)C12CC3CC(CC(C3)C1)C2 (stereo unspecified)	0.4	-30	5	10	-2.6	16	-1	-4	-6
O=C(Oc1ccccc1)N1CCCC1	-0.9	-7	-1	1	-0.6	4	3	4	4
COC(=O)C1=C(C)NC(=S)NC1c1sccc1C (stereo unspecified)	-0.4	7	-6	-15	-1.4	-8	-6	-1	8
Cc1ccnc(Nc2nc(-c3ccc(O)c(O)c3)cs2)c1	-1.5	-10	62*	4	-1.5	6	1	1	-3
CCOC(=O)C1=NN(c2ccccc2)C2=NC(C)=C(C(=O)OC)C(c3cccs3)N12 (stereo unspecified)	-2.4	8	-1	-1	-2.1	nt	2	1	nt
Cc1nn(CC(=O)NCc2cccnc2)c(C)c1[N+](=O)[O-]	-0.6	-5	-6	1	-0.1	23	7	7	-11
Cc1sc2nc3c4ccccc4c(NCc4ccco4)nn3c(=O)c2c1C	0.6	22	22	-1	-0.2	8	-4	2	-1
CCOc1ccc(C2CC(=O)N(Nc3ccc([N+](=O)[O-])cc3[N+](=O)[O-])C2=O)cc1 (stereo unspecified)	-3.0	15	-1	4	-3.8	-4	0	6	-5
CC(C)CCNC(=O)CCCc1ccccc1	-2.9	2	-4	-8	-3.9	11	-1	3	-9
O=C(O)C(Cc1c[nH]c2ccccc12)N1C(=O)C2C3c4ccccc4C(c4ccccc43)[C@@H]2C1=O (stereo partly specified)	-2.0	18	3	-28	-2.6	15	5	10	3
CSCCC(NC(C)=O)C(=O)OCC(=O)N(c1ccccc1)c1ccccc1 (stereo unspecified)	1.6	0	1	-13	-2.7	-5	-4	4	-10
CCOC(=O)N1CCC(Nc2c(NCCCN3CCN(CC)CC3)c(=O)c2=O)CC1	-4.7	-1	-9	1	-3.3	25	1	4	-11
CC(=O)c1c(N2CCN(c3ccccn3)CC2)nc(=S)n(-c2ccccc2)c1C	1.4	-1	-11	-20	-2.3	10	5	-1	-8
N#Cc1c(SCC(N)=O)nsc1SCc1ccc(Cl)cc1	-4.7	3	-6	-1	-1.8	-6	-5	1	12
CC(=O)c1ccc2c(c1)Cc1cc(C(C)=O)ccc1-2	-2.8	10	-4	-4	-0.5	-2	-2	1	-6
CCOC(=O)c1c(C)nn(-c2ccc(NC(=O)c3cccs3)cc2)c1C	0.3	4	0	-30	1.3	-13	4	-1	-2
CCc1ccc[n+](-c2[nH]c(=O)sc2/C=N/N=C(\[O-])c2ccncc2)c1	-2.1	10	10	-8	-3.0	1	4	7	1
Cc1sc2nc(SC(C)C)nc(N)c2c1C	-1.4	6	-47	-1	-5.4	15	-1	7	0
COC(=O)c1ccccc1N1C(=O)[C@@H]2C(c3ccc(F)cc3)=NO[C@@H]2C1=O	1.3	7	-9	-7	0.5	13	1	-6	-4
O=C(CCc1ccncc1)NC1CCCc2c1cnn2-c1cc(F)cc(F)c1 (stereo unspecified)	1.1	15	-17	-6	0.5	-2	0	3	-18
CC(OC(=O)CCc1nc2ccccc2c(=O)[nH]1)C(=O)c1ccc(C(C)(C)C)cc1 (stereo unspecified)	-0.6	-16	-9	-23	-2.8	-9	1	-1	-12
Nc1n[nH]c(-c2ccc([N+](=O)[O-])cc2[N+](=O)[O-])n1	-4.7	5	6	10	-4.3	7	0	8	-11
COc1ccc(S(=O)(=O)N2Cc3ccccc3CC2C(=O)N2CCOCC2)cc1 (stereo unspecified)	-1.3	14	-21	-21	-2.3	6	-2	1	-5
O=[N+]([O-])c1ccc(NC(=S)N2CCN(c3ccccn3)CC2)cc1	-0.5	6	8	2	-1.8	0	2	1	10
CCN(c1ccc(OC)cc1)S(=O)(=O)c1nnc(NC(=O)C(C)C)s1	-5.2	-11	9	-22	-4.7	0	nt	3	-14
COC(=O)C1CN(C(=O)C(C)Oc2ccc(C(C)C)cc2)c2ccccc2O1 (stereo unspecified)	-0.7	-4	-4	-33	-2.1	7	3	2	-11
CC(=O)N1N=C(c2ccccc2O)OC1(C)CC(=O)Nc1ccccc1 (stereo unspecified)	-1.9	3	15	-11	-2.4	9	1	0	-18
CCOC(=O)C1C(c2ccccc2)N(C)OC1(O)C(F)(F)F (stereo unspecified)	-1.9	1	3	3	-1.8	8	1	1	0
CNc1nc2c(c(=O)[nH]c(=O)n2C)n1CCCc1ccccc1	-1.0	-2	-7	-6	-3.6	8	5	2	-8
CC1(C)Cc2c(sc3c2c2ncnn2c2nnc(SCC(=O)NCc4ccco4)n32)CO1	-2.9	3	2	-6	-1.2	22	-3	6	0
O=C(/C=C/Nc1ccc(Br)cc1F)c1ccccc1	0.4	2	-8	-7	-2.8	4	5	0	-20
Cc1ccc(C(=O)N(CC(=O)NC2CCCC2)c2cccc(F)c2)s1	-0.1	5	-1	-30	1.2	-14	0	4	7
O=c1c2c3c(sc2ncn1/N=C/c1ccc([N+](=O)[O-])o1)CCCC3	-0.8	10	0	8	-0.2	-8	1	-1	-30
CCCCOCCCNC(=O)C1c2ccccc2Oc2ccccc21	-0.3	-6	-4	-25	-1.8	8	-1	2	-10
CC(=O)n1cc(/C=N/NC(=O)c2cccc(O)c2)c2ccccc21	-1.4	9	6	-7	-2.8	12	4	0	0
CSCc1cc(N2CCOCC2)nc(SCc2ccc(Cl)cc2Cl)n1	-0.8	-10	-34	-18	-1.0	18	5	-2	-19
COc1cc(OC)c(C(=O)OCC(=O)Nc2ccccc2Cl)cc1OC	-0.6	2	-2	-26	-3.1	18	-5	3	-8
CCOc1cc(/C=N\NC(=O)OC(C)(C)C)ccc1OC(=O)c1ccco1	-4.5	-9	7	-26	-3.7	-9	-4	2	9
Cn1c(-c2sc3cc(C(F)(F)F)cnc3c2-c2ccccc2)n[nH]c1=S	-7.1	7	-6	-26	-0.8	8	-3	-2	-10
c1cc(-c2nnc3sc(C4CCCCC4)nn23)ccn1	1.8	0	-4	-10	0.4	4	2	-1	-4
COc1ccccc1NS(=O)(=O)c1cc(NC(=O)Cn2cnc3c2c(=O)n(C)c(=O)n3C)ccc1C	-1.8	-4	2	-16	-3.1	-17	-2	2	3
CN1CCc2c(sc3c2C(=O)NC(c2ccccc2)N3)C1 (stereo unspecified)	-1.5	6	5	-4	-1.5	9	4	-7	4
COc1ccc(NC(=O)CSc2nnc(-c3cc(C)[nH]n3)n2N)cc1OC	1.4	2	3	-4	-0.5	5	6	0	8
Cn1c(SCc2nn[nH]n2)nc2c1c(=O)n(Cc1ccccc1Cl)c(=O)n2C	2.3	-2	3	-28	-1.9	11	9	4	1
COC(=O)c1cc(NC(=O)C2CC2)cc(C(=O)OC)c1	0.5	-10	-4	-8	-0.1	-8	9	0	-3
Cc1ccc(CC2CC(=O)N(c3cc(C)on3)C2=O)cc1 (stereo unspecified)	-3.9	-1	2	-4	-5.2	13	0	7	-13
Continuation:
SMILES	VIM-2 inh	HCV NS3 hel inh	M18AAP inhibitor	FID counter	IMP-1 inh	UBC9 SUMO inh	IDE cell inh	IDE act	pCIP destab
Cc1ccc(S(=O)(=O)CCC(=O)NCc2ccco2)cc1	-0.1	-3	-5	-5	-2.2	12	4	-2	-3
COc1ccc(CNC(=O)C2CCN(c3cc(C(=O)Nc4cccc(OC)c4)ccn3)CC2)cc1	-1.0	-12	-4	-49	-3.9	11	-6	2	-3
CCN(CC)S(=O)(=O)c1csc(C(=O)OCC(=O)c2ccccc2)c1	-1.0	2	1	-18	-2.4	-19	8	2	-6
CCCNC(=O)C(=O)N/N=C/c1cccs1	-3.0	1	-3	-4	-4.7	4	-1	2	-4
O=C(c1ccc(CSc2ccccc2)cc1)N1CCN(c2ccccc2)CC1	-1.5	-6	-6	-13	-3.1	1	1	-4	-11
COc1ccc(C2/C(=C(/O)c3ccc4c(c3)CC(C)O4)C(=O)C(=O)N2CCN2CCOCC2)cc1OC (stereo unspecified)	-1.7	8	7	-22	-0.5	3	nt	9	5
COCCOC(=O)c1c(C)oc2ccc(OCc3ccccc3)cc12	-2.6	-8	-3	-2	-2.9	-26	4	2	-2
CC(C)C(C(=O)NCC1CCCO1)N(CC1CCCO1)C(=O)CNS(=O)(=O)c1ccccc1 (stereo unspecified)	-2.9	13	2	-34	-1.9	10	3	6	-13
